Compound activity: PubChem, several laboratories
CF NFkB block: inhibitors of PAF-induced NF-kB signaling, primary screen, cell-based, GFP fluorescence, uHTS; KKLEB NF-kB-GFP reporter, GFP fluorescence overnight; inhibition, % at 5 µM; 360,000 compounds, 0.86% hits; AID 588850, 2011;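 active means at least 50% inhibition at 5 µM, scaled per plate between neutral and stimulator controls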;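 further: PAF is a Pseudomonas aeruginosa culture filtrate used as stimulus; plate controls were PAF-stimulated DMSO wells for no effect and unstimulated DMSO wells for full effect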
KKLEB tox: cytotoxicity in KKLEB CF airway cells, primary screen, cytotoxicity control for CF NF-kB inhibitor project, cell-based, uHTS, fluorescence assay plates. KKLEB CF airway cells viability, ATPlite luminescence, overnight; stronger effect = lower value; cells stimulated with P. aeruginosa culture filtrate. activity change (cytotoxicity), % at 5 µM. 360,000 compounds, 0.36% hits. AID 602141, 2011;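 active means corrected activity change at or below -50% at 5 µM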
TROY NFkB inh: inhibitors of TROY-driven NF-kB signaling, primary screen, Q293 LMP1-TROYcd cells, NF-kB luciferase, uHTS; Q293 LMP1-TROYcd NF-kB luciferase reporter, 4 h; inhibition, % at 10 µM; 360,000 compounds, 0.98% hits;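 active means compounds whose plate-normalised and pattern-corrected inhibition of the luciferase reporter signal at the single screening dose is 50% or more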
SRC2 inh: inhibition of GAL4-SRC2 driven luciferase reporter, primary screen, SRC2 inhibitor project, cell-based, luminescence | inhibition, % at 9 µM | AID 651957, 2012 | HEK293 GAL4-SRC2 luciferase reporter | 370,000 compounds, 0.17% hits | Nuclear receptor coactivator 2 (Homo sapiens), Q15596;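 active means inhibition above the mean inhibition of all tested compounds plus 3 SD, set per campaign, cut at about 52% in these data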;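 further: 0% = DMSO treated cells and 100% = cells given Gossypol at 36 µM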
TRAIL sens C8: viability loss with TRAIL in NB7+C8 cells, primary screen, TRAIL sensitizer project, cell-based, ATPlite luminescence. inhibition (viability loss, TRAIL sensitization), % at 10 µM. 360,000 compounds, 1% hits;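 active means compounds causing at least 50% loss of cell viability in the single-dose screen, relative to plate controls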
NCOA3 inh: SRC3 coactivator transcriptional activity inhibitors, primary screen, cell-based, luminescence | Nuclear receptor coactivator 3 (Homo sapiens), Q9Y6Q9 | HEK293 GAL4-SRC3 luciferase reporter | inhibition, % at 3.6 µM | 360,000 compounds, 0.17% hits | AID 588352, 2011;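 active means inhibition above a per-campaign cutoff, the mean of all compounds plus 3 SD, cut at about 60% in these data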;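 further: 0% = DMSO-treated cells and 100% = gossypol-treated cells at 36 µM; higher means less SRC3-driven luciferase light from the GAL4 reporter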
LRH-1 inv ag: LRH-1 (NR5A2) inverse agonists, primary screen, cell-based, luminescence, HEK293T, StAR-luciferase reporter | Nuclear receptor subfamily 5 group A member 2 (Homo sapiens), O00482 | LRH-1 transfected, 24 h | inhibition, % at 3.6 µM | 360,000 compounds, 0.13% hits | AID 602396, 2012;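 active means inhibition above the mean inhibition of all tested compounds plus 3 SD, cut at about 73% in these data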;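 further: 0% = DMSO wells and 100% = reporter-only cells lacking LRH-1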
Target sequence (O00482 whole entry, looked up): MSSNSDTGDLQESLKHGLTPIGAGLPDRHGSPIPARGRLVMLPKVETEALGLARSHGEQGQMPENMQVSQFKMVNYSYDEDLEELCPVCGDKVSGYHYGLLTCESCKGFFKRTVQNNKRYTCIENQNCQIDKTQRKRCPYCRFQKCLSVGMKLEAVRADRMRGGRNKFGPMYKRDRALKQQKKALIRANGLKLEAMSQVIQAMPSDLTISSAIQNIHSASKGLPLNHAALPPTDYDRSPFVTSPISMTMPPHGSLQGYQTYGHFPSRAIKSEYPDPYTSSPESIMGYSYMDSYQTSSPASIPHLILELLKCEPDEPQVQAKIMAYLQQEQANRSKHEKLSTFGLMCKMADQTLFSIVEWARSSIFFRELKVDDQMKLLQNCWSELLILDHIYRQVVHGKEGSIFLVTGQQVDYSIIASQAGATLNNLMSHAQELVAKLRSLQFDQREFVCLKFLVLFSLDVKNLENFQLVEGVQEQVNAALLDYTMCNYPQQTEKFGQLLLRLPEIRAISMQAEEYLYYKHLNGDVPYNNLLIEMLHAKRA
TWEAK Fn14 block: inhibitors of TWEAK-Fn14 signaling, primary screen, luciferase reporter cells, uHTS; TWEAK-stimulated Fn14 reporter cells, luciferase luminescence, 8 h; inhibition, % at 10 µM; 360,000 compounds, 2% hits; in the data active means inhibition above about 50%
LMP1 NFkB inh: EBV LMP1-driven NF-kappaB luciferase reporter inhibitors, primary screen, cell-based, luminescence, single point; inhibition, % at 12.5 µM; LMP1-induced NF-kappaB luciferase reporter cells; 350,000 compounds, 0.69% hits; in the data active means inhibition above about 41%;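 further: 0% = neutral control wells and 100% = reference inhibitor control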
SRC1 inh: SRC1 coactivator transcriptional activity inhibitors, primary screen, cell-based, luminescence | 360,000 compounds, 0.12% hits | HEK293 GAL4-SRC1 luciferase reporter | inhibition, % at 3.6 µM;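 active means inhibition above the campaign mean plus 3 SD, with each screening campaign given its own cutoff, cut at about 60% in these data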;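 further: 0% = DMSO treated cells and 100% = gossypol at 36 µM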
COUP-TFII inh: NR2F2 transcriptional activity inhibitors, primary screen, cell-based, luciferase reporter, HEK293T, luminescence | AID 686940, 2013 | HEK293T NGFI-A luciferase reporter | 370,000 compounds, 0.7% hits | inhibition, % at 8.6 µM;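 active means inhibition above a per-plate cutoff, mean inhibition of test wells between control levels plus 3 SD, cut at about 38% in these data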;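 further: cells cotransfected with COUP-TFII expression vector driving the NGFI-A reporter; 0% = median of COUP-TF2 test wells and 100% = reporter-only cells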
Target sequence (P24468 whole entry, looked up): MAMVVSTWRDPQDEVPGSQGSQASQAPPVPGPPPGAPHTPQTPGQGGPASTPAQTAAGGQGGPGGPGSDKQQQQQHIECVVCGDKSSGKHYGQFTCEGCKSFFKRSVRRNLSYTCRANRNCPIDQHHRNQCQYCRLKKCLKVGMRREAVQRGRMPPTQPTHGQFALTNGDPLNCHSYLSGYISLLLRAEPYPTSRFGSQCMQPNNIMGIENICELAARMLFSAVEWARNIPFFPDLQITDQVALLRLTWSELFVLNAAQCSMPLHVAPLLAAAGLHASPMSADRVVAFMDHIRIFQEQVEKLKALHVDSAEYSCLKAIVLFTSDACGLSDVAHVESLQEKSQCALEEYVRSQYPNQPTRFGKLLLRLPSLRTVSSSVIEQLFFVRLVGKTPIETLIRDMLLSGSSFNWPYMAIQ
Numbers without * were called inactive; nt = no result given.

mol	CF NFkB block	KKLEB tox	TROY NFkB inh	SRC2 inh	TRAIL sens C8	NCOA3 inh	LRH-1 inv ag	TWEAK Fn14 block	LMP1 NFkB inh	SRC1 inh	COUP-TFII inh
Cc1cc(N2CCOCC2)n2nc(C)c(-c3ccccc3)c2n1	3	-6	0	-25	13	-15	18	14	-8	-12	17
C=CCNC(=O)/C=C/c1c(F)cccc1Cl	5	-4	-15	-69	7	-12	-63	-18	-3	-26	-20
OC(c1cc(F)cc(Cl)c1)c1ncc(-c2ccc(Cl)cc2)[nH]1 (stereo unspecified)	-28	7	22	7	16	-5	1	-1	nt	-13	2
O=C(Cn1nc(-c2ccccc2Cl)ccc1=O)Nc1ccccc1-c1ccccc1	7	9	9	-1	-7	6	10	-4	-3	8	7
COc1ccc(C(=O)C2CCCN(S(=O)(=O)c3ccc(C(C)=O)cc3)C2)c(C)c1 (stereo unspecified)	3	-1	26	12	18	17	11	30	8	5	34
COC(=O)CN(c1ccccc1)S(=O)(=O)c1cc(Br)ccc1OC	4	-4	-11	-2	-3	6	-6	6	-5	-1	18
COc1ccc(N(CC(=O)NC2CCCCC2)C(=O)CCC(=O)Nc2nc(C)cs2)cc1	1	-5	-1	7	7	-2	-9	0	-3	-3	11
CCCCN(CCCC)CCCNC(=O)CN1C(=O)COc2ccc(S(=O)(=O)N3CCC(C)CC3)cc21	13	-6	0	-5	13	-7	12	-11	1	-13	7
C/C(=N\O)C1(C)N(O)C(C)(C)C(c2ccco2)=[N+]1[O-] (stereo unspecified)	31	-11	11	-17	-2	15	-12	1	-2	5	-15
CS(=O)(=O)N(Cc1ccc(C(=O)Nc2ccccc2Sc2ccccc2)cc1)c1ccccc1	36	-27	nt	-21	8	0	-4	9	2	14	-6
N#CC1=C2N=C(N)c3ccccc3N2C2=C(C(=O)CCC2)C1c1ccc(F)cc1 (stereo unspecified)	6	4	22	-20	6	1	4	4	-5	4	9
CC1CCN(CC(=O)N2CC(=O)Nc3ccccc32)CC1	2	15	10	-26	-15	-3	-6	20	-8	-2	0
CN(C)CC1C2CCC(C2)C1O (stereo unspecified)	-30	24	0	-13	-10	10	2	-1	-2	1	1
Cn1cc(-c2nc3ccccc3[nH]2)c2ccccc21	-41	7	-46	-53	14	-30	-42	-21	-16	-43	-48
COc1ccc(C2SCC(=O)N2c2nc3ccccc3s2)cc1 (stereo unspecified)	-8	-1	48	-9	6	-2	-1	34	8	-10	12
Cc1cc(NC(=O)C(C)SCC(=O)Nc2ccccc2C(C)(C)C)no1 (stereo unspecified)	23	-5	10	6	3	15	1	12	-6	-14	-6
CCOc1ccc(NCC(=O)Nc2ccc(C)cc2C)cc1	-14	3	-14	-7	7	6	-2	-1	3	4	5
Cc1cccc(C(C)C)c1NC(=O)C1CN(S(=O)(=O)c2ccccc2)CCN1S(=O)(=O)c1ccccc1 (stereo unspecified)	-36	12	-5	7	-15	24	12	29	7	9	10
CSCC[C@H](NC(=O)OC(C)(C)C)C(=O)NCC1CCC(C(=O)N[C@@H](Cc2ccccc2)C(=O)O)CC1 (stereo partly specified)	12	-6	2	15	-7	-3	-1	-7	6	1	3
COc1ccc(C2NS(=O)(=O)OCC2C)cc1 (stereo unspecified)	-2	13	-17	nt	6	-3	-3	-3	12	0	nt

mol	CF NFkB block	KKLEB tox	TROY NFkB inh	SRC2 inh	TRAIL sens C8	NCOA3 inh	LRH-1 inv ag	TWEAK Fn14 block	LMP1 NFkB inh	SRC1 inh	COUP-TFII inh
Cc1c(Cl)cnc(NC(=O)COC(=O)c2ccc(S(=O)(=O)NCc3ccco3)cc2)c1Cl	-4	-8	9	-28	9	-2	-17	-4	1	-4	0
C=CCN(c1ccc(F)cc1)S(=O)(=O)c1cc(C(=O)NC2CC2)ccc1Cl	3	-18	6	7	5	0	21	8	5	-9	7
COc1ccc(CN(C)S(=O)(=O)c2c(C)noc2C)cc1OC	8	0	-2	-9	-8	-16	-2	-9	-4	-6	-4
O=C(c1ccccc1)c1nc2ccccc2[nH]c1=O	17	-12	7	-9	12	12	-8	-5	-4	2	5
CN1CCCC(OC(=O)/C(C#N)=C/c2ccccc2)C1 (stereo unspecified)	7	-4	-4	7	-3	-7	1	-7	4	-1	3
COc1cc2ccc(=O)oc2c(O)c1OCC=C(C)C	-3	-6	-43	-22	-7	1	-16	-13	4	-31	-15
Cc1cc(C(=O)Nc2ccc(F)c(Cl)c2)on1	16	6	-19	-13	-8	17	3	13	-10	8	7
O=C(c1cnc2c(c1)COc1ccc(Cl)cc1-2)c1ccccc1O	18	-4	6	-7	9	1	1	26	13	-7	3
O=C(c1cccc(NS(=O)(=O)c2ccc(F)c(F)c2)c1)N1CCCCC1	10	-2	13	-3	-6	-23	-8	-4	1	0	-38
C[C@@H]1CN([C@@H](C)CO)C(=O)Cc2cc(NC(=O)Nc3ccc(F)cc3)ccc2O[C@@H]1CN(C)Cc1ccc(Cl)c(Cl)c1	52*	-20	21	2	-7	3	-6	60*	-16	-7	-2
CCOC(=O)C(Cc1cc(N)c(Oc2ccc(OC)cc2)c(N)c1)NC(C)=O (stereo unspecified)	-17	6	-3	-8	-9	-18	1	4	8	9	0
Cc1ccccc1Nc1nc(N)nc(COC(=O)C(NC(=O)c2ccco2)C(C)C)n1 (stereo unspecified)	-34	-2	-3	2	-1	11	-15	-13	-1	-6	2
CN=C1c2ccccc2CN1c1cccc(C(=O)OC)c1	-2	4	-2	-36	-8	0	-4	-2	7	-12	-9
COc1ccc(CN2C(=O)[C@@H]3C(c4ccc(F)cc4)=NO[C@@H]3C2=O)cc1	7	1	12	2	7	7	7	-7	-5	-22	-9
CC(OCC(O)CN1CCCCC1CCO)c1ccc(Cl)cc1 (stereo unspecified)	-19	-1	-45	-7	-8	-6	6	8	2	-34	14
COc1ccc(C(=O)Cc2cc(OC)c(OC)cc2C(=O)c2ccccc2F)cc1OC	-18	0	-5	27	-1	-14	-13	8	2	-8	-10
O=c1[nH]cnc2c1c(-c1ccccc1)cn2-c1ccc(F)cc1	0	-10	-11	11	15	14	13	30	5	22	1
CC(=O)c1ccc(NC(=O)c2cnsn2)cc1	7	-8	-4	-26	13	-52	-105	45	20	-90	-38
Cc1nn(CC(=O)OCC(=O)c2ccc(OC(F)F)cc2)c(C)c1[N+](=O)[O-]	18	-9	-2	11	8	3	0	3	5	-14	-6
CCC1(CC)C(=O)NC(=S)N=C1N	12	8	5	7	41	-10	-10	14	0	8	3

mol	CF NFkB block	KKLEB tox	TROY NFkB inh	SRC2 inh	TRAIL sens C8	NCOA3 inh	LRH-1 inv ag	TWEAK Fn14 block	LMP1 NFkB inh	SRC1 inh	COUP-TFII inh
CCc1cc2cccc(C)c2nc1SCC(=O)N1CCN(C(=O)c2ccco2)CC1	5	0	17	-16	-5	6	-22	24	-6	2	7
COc1ccc(N=CC2=C(O)CCCC2=O)cc1	18	-1	-40	-38	10	-29	-12	-22	-21	-46	-13
CC(C)(C)C(C(=O)n1cccc1C#N)c1ccccc1 (stereo unspecified)	-10	10	-16	-12	-8	23	-9	1	1	8	-2
Cc1ccc(Cn2nc3c(cc2=O)CCc2ccccc2-3)cc1	20	-6	16	20	-6	1	5	45	-3	-10	15
Cc1cccc(C)c1OC(=O)CSc1nnc(-c2ccccc2)o1	1	-4	-28	0	-2	-16	-18	5	4	-2	0
O=C(Nc1cccnc1)c1cc(-c2ccc3c(c2)OCO3)on1	-2	-26	36	-24	10	-64	-27	77*	-9	-44	-29
COCC(C)NC(C(=O)Nc1cccc(C(C)=O)c1)c1ccccc1 (stereo unspecified)	10	7	-7	8	4	18	2	-29	7	14	-5
COc1cccc(CN2CC(C(=O)NCCn3cccn3)CCC2=O)c1 (stereo unspecified)	8	10	4	9	-4	6	-1	13	-5	14	6
O=C(COC(=O)c1ccccc1C(=O)c1ccc(Cl)c([N+](=O)[O-])c1)NC1CCCCCC1	86*	-27	78*	-42	94*	-35	-13	98*	87*	-54	-9
Cc1ccc(NC(=S)N(CCN(C)C)Cc2cc3cc(C)ccc3[nH]c2=O)cc1	-9	8	-46	-12	-5	15	19	18	-10	-25	24
COc1cc(NC(=O)c2cc(=O)[nH]c3ccc(S(=O)(=O)N4CCOCC4)cc23)cc(OC)c1	19	-2	-9	0	-1	-16	3	-2	-5	-3	-13
CN(CC(=O)Nc1ccccc1Cl)C(=O)c1ccc(N2C(=O)CCC2=O)cc1	-18	25	-15	4	-13	6	-4	3	5	-17	15
CC(NC(=O)C(CC(=O)OC(C)(C)C)NC(=O)OC(C)(C)C)C(N)=O (stereo unspecified)	-7	2	-11	12	-4	0	-1	10	5	-1	16
CCOc1ccc(-c2cc(CCCC(=O)NCCC(C)C)no2)cc1	10	6	-23	20	29	-15	-28	6	2	-93	4
Cc1ccc(C)c(N2CCN(C(=O)Nc3ccc4c(c3)N(C)C(=O)CS4)CC2)c1	-15	0	40	2	20	16	18	52*	13	17	28
O=C(NC1CCCCC1)C(c1ccncc1)N(CC1CCCO1)C(=O)C(F)(F)F (stereo unspecified)	-26	1	2	-18	-5	8	-5	-15	1	-5	0
COc1ccc(CCC(=O)NCCOc2ccccc2Cl)cc1	-12	2	-48	-39	-15	-12	-15	-24	-10	-29	-13
COc1ccc(CCN(C)C(=O)Cc2ccc(-c3ccccc3)cc2)cc1OC	17	-7	36	16	12	14	30	49	19	3	48*
Nn1cnc2sc3c(c2c1=O)CCC3	3	4	-3	6	-4	2	7	0	-5	10	8
COc1ccc(S(=O)(=O)N2CCC(C(=O)NCc3ccco3)CC2)cc1C	-1	1	-3	9	2	-15	6	14	1	-5	-9
COc1ccc(OC)c(-c2cc(C(=O)N3CCc4ccccc4C3)no2)c1	-11	3	-2	16	-3	12	-5	7	-19	-11	4
O=C(CCC(=O)Nc1ccccc1)NNS(=O)(=O)c1ccccc1[N+](=O)[O-]	-9	9	11	-13	-5	6	1	2	-9	1	3
CCc1nnc(NC(=O)C2Cc3ccccc3CN2S(=O)(=O)c2ccc(C)cc2)s1 (stereo unspecified)	4	-6	-32	-17	-10	2	-5	-6	-12	-10	-16

Sorted by the number under LMP1 NFkB inh (descending): some entries from above.
SMILES,LMP1 NFkB inh
O=C(COC(=O)c1ccccc1C(=O)c1ccc(Cl)c([N+](=O)[O-])c1)NC1CCCCCC1,87*
Cc1ccc(C)c(N2CCN(C(=O)Nc3ccc4c(c3)N(C)C(=O)CS4)CC2)c1,13
Cc1ccc(NC(=S)N(CCN(C)C)Cc2cc3cc(C)ccc3[nH]c2=O)cc1,-10
